Source: PubChem BioAssay
NCI-60 one-dose screen, 48 h, at 10 µM unless noted. Numbers give growth in % (100 = growth as untreated, 0 = no growth, -100 = all killed).
KM12: KM12 colon cancer cells; AID 1794800; actives 5% (n = 82,000)
HT29: HT29 colon cancer; actives 7.4% (n = 81,000); AID 1794748
SW-620: SW-620 colon cancer; AID 1794795; actives 5.2% (n = 82,000)
HCT-15: HCT-15 colon cancer; actives 5.2% (n = 82,000); AID 1794746
HCT-116: HCT-116 colon cancer; actives 7.3% (n = 82,000)
SK-OV-3: SK-OV-3 ovarian cancer cells | actives 3.2% (n = 80,000) | AID 1794785
COLO 205: COLO 205 colon cancer; actives 7.3% (n = 79,000); AID 1794742
IGROV1: IGROV1 ovarian cancer; actives 4.7% (n = 79,000); AID 1794786
OVCAR-4: OVCAR-4 ovarian cancer cells. actives 3.7% (n = 80,000). AID 1794784
Starred values were filed as active, the others as inactive; · = not tested or not shown; & = joins results of further samples; ! = a repeat was not active; [ ] = remark or other dose. How the source made its calls: active means growth percent below 10; inactive means the rest.

1. O=C1c2ccc3c4c(ccc(c24)C(=O)N1CCCNCc1ccccc1)C(=O)N(CCCNCc1ccccc1)C3=O
2. O=[N+]([O-])c1ccc(I)cc1
3. NC(=O)c1[nH]cnc1/N=N/N(CCO)CCO
4. C#CCOc1ccc(/C=C2/SC(=S)NC2=O)cc1OC
5. CC(C)=CCc1ccc(O)cc1
6. CC(C)=CCCC1=C2[C@H](C[C@@]3(C)[C@H]2C[C@@H](O)[C@H]2[C@@]4(C)CC[C@@H](O)[C@@H](C)[C@@H]4CC[C@@]23C)OC1=O
7. CCOC(=O)[C@@H]1[C@H](c2ccc(OC)cc2)[C@H]([N+](=O)[O-])[C@H](c2cn(-c3ccccc3)nc2C)N1Cc1ccccc1
8. CCOc1cc2c(cc1OCC)C(c1cc(C)c(O)c(C)c1)NCC2 (stereo not given)
screen / no.,1,2,3,4,5,6,7,8
KM12,-81.8*,113.5,96.8,99.3,103.7,97.2,87.7,102.8
HT29,-63.5*,101.5,110.6,107.8,·,74.8,93.5,98.0
SW-620,-81.8*,108.3,94.3,101.8,100.1,94.0,83.2,100.4
HCT-15,-57.7*,108.4,102.1,98.8,108.0,94.0,58.1,91.2
HCT-116,-44.9*,105.5,93.2,97.5,112.4,71.1,58.1,94.2
SK-OV-3,-11.4*,113.4,39.5,113.5,106.4,92.3,92.4,101.1
COLO 205,-43.3*,102.1,98.9,129.9,105.5,102.0,77.8,106.1
IGROV1,-23.4*,97.5,115.4,97.0,106.3,111.8,108.4,101.2
OVCAR-4,-97.2*,·,58.4,95.6,111.4,84.5,98.7,95.9

9. Cc1cc(NS(=O)(=O)c2ccc(NC(=O)CSc3nc4ccccc4c(=O)n3-c3ccccc3)cc2)no1
10. COc1ccc2nc(NC(=O)Cc3ccc4c(c3)OCCO4)sc2c1
11. CN(C)CCNc1nc2ccccc2c2c(=O)c3ccccc3sc12
12. COc1ccc(/C(C)=C(/c2ccc(OCCCN(C)C)cc2)c2ccc(OC(=O)c3ccccc3)cc2)cc1
13. CC1(C)CC(=O)C2=C(C1)N(CCc1ccc(S(N)(=O)=O)cc1)C1=C(C(=O)CC(C)(C)C1)C2c1ccc(Cl)cc1
14. CC(=O)Nc1ccc(S(=O)(=O)/N=C(/C)N)cc1
15. CCOC(=O)c1[nH]c(C)c(C(=O)O)c1C
16. O=C(NC1CCOC1=O)c1ccccc1 (stereo not given)
screen / no.,9,10,11,12,13,14,15,16
KM12,94.5,106.0,18.5,75.2,96.9,101.6,109.9,115.2
HT29,104.0,104.4,-0.1*,9.0*,100.8,95.2,104.8,107.1
SW-620,98.9,113.6,-54.0*,88.8,94.1,103.8,106.5,109.7
HCT-15,105.9,108.9,8.8*,63.0,96.0,100.4,108.5,116.5
HCT-116,94.6,98.6,-9.3*,48.6,98.4,93.3,115.9,111.9
SK-OV-3,105.7,116.8,31.5,90.8,81.5,99.1,117.5,108.1
COLO 205,105.9,122.0,-79.6*,94.4,112.3,105.4,112.5,110.0
IGROV1,97.6,39.5,28.5,93.6,96.5,97.6,107.8,110.8
OVCAR-4,102.0,97.4,38.4,99.8,99.4,101.7,·,119.3

17. Cc1cccc(NC2=C(C#N)C(=O)NC3(CCCC3)S2)c1
18. CC(=O)Oc1cccc(C2OCC(C)O2)c1 (stereo not given)
19. CCN(CC)S(=O)(=O)c1ccc(OCCOc2ccc(S(=O)(=O)N(CC)CC)cc2)cc1
20. COc1ccc(C(=O)N=Nc2c(O)n(C)c3ccccc23)cc1
21. CCOC(=O)Nc1ccccc1NC(=O)OCC
22. O=C(Cc1ccccc1)NC(c1ccc(Cl)cc1)c1c(O)ccc2ccccc12 (stereo not given)
23. O=[N+]([O-])C(CO)(CO)c1ccccc1
24. NS(=O)(=O)OCC1OC(n2cnc3cncnc32)C(O)C1O (stereo not given)
screen / no.,17,18,19,20,21,22,23,24
KM12,104.0,108.7,101.0,95.5,92.6,15.1,108.2,10.4&14.0[0.1 µM]
HT29,102.9,100.6,99.3,102.5,79.1,12.8,117.7,14.3&13.7[0.1 µM]
SW-620,102.9,108.4,98.1,97.3,91.0,17.5,102.4,6.4*[0.1 µM]
HCT-15,95.8,111.6,99.0,91.6,94.4,15.4,96.7,8.7*![0.1 µM]
HCT-116,105.4,111.6,96.3,99.7,77.9,2.6*,98.8,6.8*[0.1 µM]
SK-OV-3,103.2,112.9,102.7,87.2,94.0,36.1,104.2,21.6&18.5[0.1 µM]
COLO 205,127.0,120.0,106.9,106.5,109.9,-38.6*,·,27.1&32.2[0.1 µM]
IGROV1,167.8,110.8,109.3,90.2,113.0,·,116.4,48.5&18.0[0.1 µM]
OVCAR-4,102.7,·,99.6,91.9,103.6,21.7,107.1,11.4&14.6[0.1 µM]

Retrieved one by one from above, three records:
15. CCOC(=O)c1[nH]c(C)c(C(=O)O)c1C
23. O=[N+]([O-])C(CO)(CO)c1ccccc1
18. CC(=O)Oc1cccc(C2OCC(C)O2)c1 (stereo not given)
screen / no.,15,23,18
KM12,109.9,108.2,108.7
HT29,104.8,117.7,100.6
SW-620,106.5,102.4,108.4
HCT-15,108.5,96.7,111.6
HCT-116,115.9,98.8,111.6
SK-OV-3,117.5,104.2,112.9
COLO 205,112.5,·,120.0
IGROV1,107.8,116.4,110.8
OVCAR-4,·,107.1,·

Remaining list, next part:
25. CCCCCCCCCCCCCCCCOc1ccc(C(=O)NN)cc1N
26. O=C(NCCCNc1nccc(-n2ccc3cccnc32)n1)c1ccc(C(F)(F)F)cc1
27. Cc1ccccc1NC(=O)N=Nc1c(O)[nH]c2ccccc12
28. Cc1c(CC(=O)O)c(=O)n(-c2ccccc2)n1C
29. O=C(/C=C/c1csc(Br)n1)NO
30. NS(=O)(=O)c1ccc(NC(=O)CSc2ccc(-c3ccccc3)nn2)c(Br)c1
31. CCC(=O)c1ccc(OC)c2ccccc12
32. CCCCCCCC/C=C\CCCCCCCCCCCCOc1ccc(CCOP(=O)(O)OCC[N+](C)(C)C)cc1
screen / no.,25,26,27,28,29,30,31,32
KM12,100.8,101.7,98.6,104.3,34.9,85.3,103.1,98.2
HT29,91.4,105.3,100.5,107.0,11.3,99.2,108.8,102.1
SW-620,96.0,104.3,106.8,102.5,10.2,99.5,·,99.0
HCT-15,67.3,96.1,94.7,103.3,49.0,86.7,102.2,95.8
HCT-116,82.7,100.9,96.9,104.2,5.9*,48.7,104.8,95.1
SK-OV-3,87.2,111.3,94.8,102.8,38.2,98.7,101.8,101.9
COLO 205,93.6,106.9,105.9,104.9,11.6,137.3,117.2,102.8
IGROV1,82.1,87.1,105.7,105.2,16.7,93.8,142.0,93.1
OVCAR-4,88.1,99.2,100.6,101.4,65.1,53.8,110.7,110.9

33. O=C1C(c2cccc3ccccc23)=C(c2c[nH]c3ccc(Br)cc23)C(=O)N1O
34. CC1=C(C)C2C(CC(C)C)NC(=O)C23C(=O)CC2C4OC(C)(CCC4O)C2C3C1O (stereo not given)
35. C=CCN(CC=C)CCN1C(=O)c2c(c3c4ccccc4n4c3c3c2c2ccccc2n3C2CC(O)C(O)C4(C)O2)C1=O (stereo not given)
36. CN1CCCNc2c(c(=O)c2=O)NCCCN(C)CCCNc2c(c(=O)c2=O)NCCCN(C)CCCNc2c(c(=O)c2=O)NCCCN(C)CCCNc2c(c(=O)c2=O)NCCCN(C)CCCNc2c(c(=O)c2=O)NCCCN(C)CCCNc2c(c(=O)c2=O)NCCC1
37. CC(=O)c1cc(C)c(C)cc1C
38. CC1CN1C(=O)Nc1ccc(Cc2ccc(NC(=O)N3CC3C)cc2)cc1 (stereo not given)
39. C/C(=N\N(Cc1ccccc1)c1ccccc1)c1ccccc1
40. COc1cc(C2N=C(SC)NC(C)=C2C(C)=O)ccc1O (stereo not given)
screen / no.,33,34,35,36,37,38,39,40
KM12,101.7,100.9,82.2,92.4,100.7,100.7,110.8,105.0
HT29,108.6,96.9,57.8,100.5,100.4,99.0,90.2,108.7
SW-620,104.4,87.4,45.4,111.0,113.8,97.8,98.4,100.5
HCT-15,95.7,81.3,62.3,92.1,106.2,91.9,97.9,117.8
HCT-116,106.2,90.5,62.9,96.9,112.7,101.3,84.5,103.5
SK-OV-3,107.2,105.3,89.5,77.6,64.2,98.8,114.2,114.2
COLO 205,105.5,96.1,69.6,110.2,104.5,96.6,115.0,115.7
IGROV1,98.8,87.8,60.2,102.5,102.7,80.1,96.4,84.6
OVCAR-4,109.3,85.4,104.0,103.0,108.2,·,95.3,95.4

41. N#Cc1c(NCc2ccc(N3CCCCC3)cc2)oc(-c2ccccc2)c1-c1ccccc1
42. C#CCOc1ccc(C2=NN(C)C3N=C(Cl)c4ncn(C)c4N23)cc1OCC#C (stereo not given)
43. CCC[C@@H]1C[C@@H](C(=O)N[C@H]([C@H]2O[C@H](SC)[C@H](O)[C@@H](O)[C@H]2O)[C@H](C)O)N(C)C1
44. O=C(c1cccs1)C1CC1
45. COc1cc(C2C(C#N)=C(N)OC3=C2C(=O)c2ccccc2C3=O)ccc1OCc1ccc(F)cc1 (stereo not given)
46. Cc1cccnc1NC(=S)Nc1ncccc1C
47. CCOc1ccc(-c2c(C#N)c(-c3ccc(Cl)cc3)nc3n[nH]c(-c4ccc(Cl)cc4)c23)cc1OC
48. O=c1[nH]c2ccc(Cl)cc2cc1CSc1ccc(Nc2nccc(-c3ccc(C(F)(F)F)cc3)n2)cc1
screen / no.,41,42,43,44,45,46,47,48
KM12,93.6,101.8,105.7,97.9,92.7,107.4,30.2,97.9
HT29,80.3,102.6,96.1,116.7,117.0,102.7,34.2,99.3
SW-620,99.9,93.6,107.5,109.5,96.4,111.2,·,99.5
HCT-15,34.9,92.1,107.4,96.6,93.4,103.7,19.6,97.0
HCT-116,47.0,93.3,91.0,113.6,92.8,101.1,31.4,104.8
SK-OV-3,90.2,101.3,103.8,113.8,94.3,-65.6*,63.4,120.4
COLO 205,88.8,102.4,115.0,115.0,131.9,116.0,29.0,101.4
IGROV1,80.4,102.3,99.3,·,95.4,103.4,62.9,107.7
OVCAR-4,98.5,102.3,111.1,106.1,88.9,133.8,51.2,98.8

49. CSc1cnn(CCC#N)c(=O)n1
50. O=C(Cn1cnc2c(cc(-c3ccccc3)n2-c2ccncc2)c1=O)Nc1ccc(Cl)cc1
51. Cc1cc(C)n(/N=C/c2ccccc2)c(=O)c1C#N
52. CN(C)CCCC1(c2ccc(F)cc2)OCc2cc(-c3cc4ccccc4s3)ccc21 (stereo not given)
53. CC(=O)C1=NN(c2ccccc2)C2C3N(c4ccccc4)N=C(C(C)=O)N3c3[nH]c(-c4ccccc4)cc3N12 (stereo not given)
54. CC[C@@]1(C(N)=O)CC2C=CC1C2 (stereo not given in full)
55. C=C(c1ccc(OC)cc1)C(CC)c1ccc(OC)cc1 (stereo not given)
56. Cc1ccc(C2=NN/C(=N\C(=S)Nc3ccc(Cl)cc3)SC2)cc1
screen / no.,49,50,51,52,53,54,55,56
KM12,105.6,107.1,106.1,-72.1*,104.0,118.5,102.9,103.9
HT29,·,107.2,102.9,-67.1*,101.7,106.3,68.2,93.2
SW-620,96.3,·,114.1,-70.0*,95.9,112.5,94.0,98.7
HCT-15,94.7,112.5,103.1,-49.0*,102.7,115.8,92.7,105.3
HCT-116,99.5,96.8,96.3,-80.6*,95.6,104.1,69.8,97.8
SK-OV-3,100.0,114.3,108.6,68.0,111.2,103.3,111.0,89.6
COLO 205,100.8,107.4,108.5,-65.6*,112.2,113.7,119.8,·
IGROV1,118.4,94.9,99.2,-28.0*,25.4,122.9,·,106.0
OVCAR-4,90.9,117.7,112.6,16.8,100.3,114.4,85.1,99.2
